Diaph act CS = diaphorase activation or chemical reduction counter-screen; Diaphorase/resazurin coupled assay, resorufin fluorescence, 16 min; stronger effect = higher value; 1 = vehicle wells, 0 = NADH-free wells; activation factor at 20 µM; actives 0.005% (n = 190,000);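 active means diaphorase activity raised at least twofold by the compound at 20 µM; inactive means activation factor below 2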
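Material: purified diaphorase enzyme from Clostridium kluyveri / Medium: HEPES pH 7.4 buffer with MgCl2 and Tween 20 / Schedule: enzyme reaction of 16 min at room temperature / Measured by: resorufin fluorescence, excitation 544 nm, emission 590 nm / Evaluation: rise in resorufin formation, marking diaphorase activation or chemical reduction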
G6PDH counter = inhibits Leuconostoc G6PDH, flagging false hits in G6PDH-based assays | AID 1020 | actives 0.12% (n = 200,000) | Purified L. mesenteroides G6PDH, diaphorase/resazurin coupled fluorescence, 45 min | inhibition, % at 5 µM; in the data active means inhibition above about 50%
PMI act = increases human mannose-6-phosphate isomerase activity; AID 1214; purified human PMI, coupled resazurin fluorescence, 20 min; stronger effect = higher value; 1 = vehicle control, 0 substrate-free wells; activation factor at 20 µM; actives 0.005% (n = 190,000);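 active means activation factor of 2 or more at 20 µM, relative to plate controls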
Target sequence (P34949 whole entry, looked up): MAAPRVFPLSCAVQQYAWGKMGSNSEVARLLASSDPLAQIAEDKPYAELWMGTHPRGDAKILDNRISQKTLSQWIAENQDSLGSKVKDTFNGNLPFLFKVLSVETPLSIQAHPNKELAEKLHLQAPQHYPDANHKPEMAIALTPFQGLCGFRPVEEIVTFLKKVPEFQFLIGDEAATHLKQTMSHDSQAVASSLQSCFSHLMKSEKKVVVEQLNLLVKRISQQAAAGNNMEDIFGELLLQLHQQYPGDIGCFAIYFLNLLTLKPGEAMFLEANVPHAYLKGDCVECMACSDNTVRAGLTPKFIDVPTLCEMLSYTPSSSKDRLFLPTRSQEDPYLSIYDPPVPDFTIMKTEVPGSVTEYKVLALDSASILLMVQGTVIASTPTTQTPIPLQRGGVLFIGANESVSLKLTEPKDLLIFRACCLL
PPARg SRC-1 ag = promotes SRC-1 coactivator recruitment by human PPARgamma. PPARgamma-SRC-1 coactivator recruitment biochemical assay. AID 631. P37231. actives 0.41% (n = 200,000). activation, % at 8 µM; in the data active means activation above about 19%;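 further: 0% = DMSO and 100% = reference agonist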
PPARg SRC-2 ag = PPARgamma-driven SRC-2 recruitment agonism; activation, % at 8 µM; PPARgamma LBD-SRC-2 recruitment, biochemical; P37231; actives 0.34% (n = 200,000); in the data active means activation above about 22%;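 further: 0% = vehicle and 100% = reference agonist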
Diaphorase inh = diaphorase inhibition or chemical oxidation counter-screen | diaphorase resazurin-to-resorufin fluorescence, NADH, 16 min; bacterial (C. kluyveri) enzyme, not human | inhibition, % at 20 µM | actives 0.69% (n = 190,000) | AID 1217;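 active means primary screen inhibition at 20 µM above a set limit, cut at about 50% in these data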;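 further: plate controls were DMSO with full reaction for no effect and wells lacking NADH for full effect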
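System: Diaphorase enzyme from Clostridium kluyveri | Amount: Enzyme working solution with 0.14 U/mL diaphorase | Benchmarks: No-NADH positive control and DMSO neutral control | Signal: Fluorescence of resorufin formed from resazurin, Ex 544/Em 590 nm | Schedule: 16-min room-temperature incubation before reading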
ROMK mod = modulates human ROMK potassium channel activity | actives 2% (n = 130,000) | P48048 | AID 1918 | B-score at 10 µM | Tet-inducible ROMK, thallium flux fluorescence; actives lie on both sides;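 active means signal ratio slope over the read window, or its plate-corrected B-score, at least 3 SD from the plate mean, either direction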;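 further: B-score of the F/F0 ratio slope over 7 to 12 s after thallium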
PPARg SRC-3 ag = PPARgamma-driven SRC-3 recruitment agonism | actives 0.26% (n = 200,000) | AID 731 | activation, % at 8 µM | biochemical PPARgamma/SRC-3 coactivator recruitment assay | P37231; in the data active means activation above about 23%;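 further: 0% = DMSO and 100% = reference agonist; some compounds past the cut are filed as inactive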
S1P3 antagonist = blocks the human S1P3 receptor | AID 485 | inhibition, % at 4.98 µM | CHO S1P3 NFAT-BLA reporter, FRET fluorescence, antagonist mode | actives 0.27% (n = 170,000) | Q99500;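 active means inhibition above the plate cutoff, the mean inhibition of test wells on that plate plus 3 SD, cut at about 28% in these data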;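 further: cells challenged with S1P at its EC80 of 0.8 µM; blue over green emission ratio from cleaved BLA substrate after 4 h stimulation; 0% = S1P-stimulated wells and 100% = unstimulated DMSO-only wells; some compounds past the cut are filed as inactive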
Target sequence (Q99500 whole entry, looked up): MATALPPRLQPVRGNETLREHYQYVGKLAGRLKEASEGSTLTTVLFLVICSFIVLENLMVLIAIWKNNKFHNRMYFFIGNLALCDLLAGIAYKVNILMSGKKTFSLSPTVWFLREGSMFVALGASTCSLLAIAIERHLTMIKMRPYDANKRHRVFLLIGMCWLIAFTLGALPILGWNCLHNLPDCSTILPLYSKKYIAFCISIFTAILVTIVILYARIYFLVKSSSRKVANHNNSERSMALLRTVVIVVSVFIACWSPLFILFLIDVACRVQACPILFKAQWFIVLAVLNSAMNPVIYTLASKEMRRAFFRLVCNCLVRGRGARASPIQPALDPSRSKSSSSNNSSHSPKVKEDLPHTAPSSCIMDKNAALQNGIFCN
PMI act hi M6P = PMI (human) activation, high substrate. coupled PMI enzyme assay, resazurin fluorescence, 20 min; stronger effect = higher value; 1 = untreated enzyme, 0 = substrate-free blank. actives 0.34% (n = 190,000). P34949. activation factor at 20 µM;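 active means activation factor of 2 or more at 20 µM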
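Material: human phosphomannose isomerase with PGI, G6PDH, diaphorase coupling enzymes; amount: PMI at 15 ng/mL final; also added: Mannose-6-phosphate 1.0 mM (near-saturating) plus 0.22 mM NADP+; incubation: enzyme reaction with compound 20 min at room temperature; signal: resorufin fluorescence (Ex 544/Em 590 nm) from resazurin via diaphorase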
TR-FRET SRC-2 ct = counter-screen for PPARgamma SRC-2 recruitment agonists: TR-FRET artefact; stronger effect = higher value; TR-FRET ratio at 8 µM; AID 1049; actives 0.4% (n = 200,000); in the data active means TR-FRET ratio above about 2000; further: inactives centre near 1500
An asterisk follows results filed as active; · = no result given. Outcome played no part in choosing rows; overall some 3.3% were active at least once.

SMILES	Diaph act CS	G6PDH counter	PMI act	PPARg SRC-1 ag	PPARg SRC-2 ag	Diaphorase inh	ROMK mod	PPARg SRC-3 ag	S1P3 antagonist	PMI act hi M6P	TR-FRET SRC-2 ct
C[C@H](NC(=O)C1(c2ccccc2)CCN(C(=O)[C@H]2CSCN2C(=O)OC(C)(C)C)CC1)C(=O)O	0.9	3	1.1	-1	7	12	·	12	1	1	1876
Cc1ccc(-n2c(C)cc(C(=O)Cn3nc(C(=O)O)c4ccccc4c3=O)c2C)cc1	0.7	-45	0.9	5	5	25	·	6	6	0.8	1580
CCOCCCNC(=O)CCCC1=NS(=O)(=O)c2ccccc2N1	0.9	7	1	-2	0	6	-0.065	-2	-16	1	1425
COc1ccc(N(C(=O)COc2ccccc2)C2C=CS(=O)(=O)C2)c(OC)c1 (stereo not given)	0.9	7	1	3	-10	13	·	-4	-14	0.9	1578
CC(=O)Nc1ccc(C(=O)N/N=C/c2cc(Br)cc(Br)c2O)cc1	1	-14	1.2	3	0	-2	1.3	3	1	1	1505
COc1ccc(NC(=O)C2CCCN(S(=O)(=O)c3cccc4cccnc34)C2)cc1OC (stereo not given)	1	3	0.9	-7	-6	3	·	-2	4	0.9	1435
N#CCCN(C1CCCCC1)S(=O)(=O)CCOc1ccccc1	0.9	11	1	10	5	8	·	-3	-16	1	1599
O=C1CN(S(=O)(=O)c2ccc(Cl)cc2)CC(=O)N1CCc1ccccc1	0.9	1	1.1	0	-5	6	0.0082	-12	·	1.1	1335
CC(CC(=O)Nc1ccccc1)n1ccnc1 (stereo not given)	1	6	0.9	10	8	4	-0.54	1	-10	1	1670
Cc1ccccc1Oc1ncnc(N)c1[N+](=O)[O-]	1	9	1	2	7	-5	1.2	1	10	1	1648
CCOc1cc(CNCCc2ccc(S(N)(=O)=O)cc2)ccc1OCc1ccc(Cl)cc1	1	2	0.9	2	1	-4	-1.1	9	·	1	1522
O=C(CN1CCN(c2ccc(F)cc2)CC1)NC(=O)NCc1ccco1	1	0	1.2	7	6	5	0	4	-13	1	1468
CC(=O)c1ccc(Oc2cnccn2)cc1	1.2	2	1	2	2	-18	0.76	1	-19	1.1	1572
Cn1c(SCc2cc([N+](=O)[O-])cc3c2OCOC3)nnc1-c1ccccn1	0.8	10	1	5	-2	20	-0.31	0	-19	1	1496
O=C(O)[C@H]1CCCC[C@H]1C(=O)NCCc1ccccc1	0.9	-2	0.9	3	-5	10	2.1	-4	·	1	1358
CCOc1ccc(C2c3cc(OC)c(OC)cc3CC(=O)N2c2ccc(OC)cc2)cc1 (stereo not given)	0.9	4	1	-1	9	6	0.99	2	·	0.9	1575
CCCCOc1ccc(C(=O)Nc2ccc(C)cc2[N+](=O)[O-])cc1	0.9	11	0.9	-4	-7	14	-0.012	-7	-8	0.9	1323
CC(C)c1nc2cc3ccccc3cc2[nH]1	0.9	3	1	5	1	13	-0.18	3	·	0.9	1449
COc1ccc(C(=O)N2CCn3c2nc2ccccc23)cc1	·	11	·	2	5	·	-0.0054	0	-5	·	1712
O=[N+]([O-])c1ccc(NC(=S)N2CCN(c3ccccc3)CC2)cc1	1	-16	0.9	6	5	3	·	6	-5	1.1	1656
Cc1ccc(NC(=S)Nc2ccc3cn[nH]c3c2)cc1C	0.8	-12	0.8	0	4	18	·	3	-7	0.8	1571
O=C(CN(CCc1ccccc1)S(=O)(=O)c1ccc(Br)cc1)N/N=C/c1ccc2c(c1)OCO2	0.9	-6	1	-5	-3	6	0.27	0	6	0.9	1632
C=CCc1c(C)nc(-c2ccccc2)nc1N/N=C(\C)c1ccccc1	1	5	1.4	4	4	3	·	-1	-13	1.7	1489
Cc1csc(=NC(=O)c2ccccc2)n1Cc1ccco1	0.8	8	1	3	-3	20	·	-7	·	1	1713
CCOC(=O)N1CCN(c2c(N3CCOCC3)c(=O)c2=O)CC1	1.1	0	1.1	4	8	-7	·	10	16	1.1	1698
O=C(Nc1cccc(F)c1)C1C2C=CC3(CN(CCCN4CCOCC4)C(=O)C13)O2 (stereo not given)	1	20	0.9	-1	0	2	·	7	2	0.9	1522
CCN(CC)CCNC(C(=O)Nc1cc(C(F)(F)F)ccc1Cl)c1ccccc1 (stereo not given)	0.9	-13	1.2	2	2	8	·	0	-2	1.3	1603
Cc1nn(Cc2cccc(C(=O)N3N=C(C(F)F)CC3(O)C(F)F)c2)c(C)c1[N+](=O)[O-] (stereo not given)	0.9	1	1	-8	-7	8	-1.3	-7	·	1	1448
O=C(C[n+]1cccc2ccccc21)c1ccccc1	1	8	1.4	-2	-1	2	0.43	0	0	1.4	1524
COC(=O)c1sccc1NC(=O)c1cc2c(s1)CCCC2	1	3	1	-1	-2	-4	·	0	16	1.1	1490
C=CCNC(=S)N/N=C/c1cn(-c2ccccc2)nc1-c1ccc(OC)cc1	0.8	-20	1.1	-1	5	20	·	5	-3	1	1337
CCNC(=O)c1cccc(S(=O)(=O)N2CCCCCC2)c1	1.1	-2	1	-3	-3	-9	1.2	-4	3	1.1	1480
Cc1ccc(S(=O)(=O)NC2=NCN(Cc3ccccc3)CN2)cc1	0.9	18	1	1	5	7	-0.31	6	-4	1.1	1869
O=C(CN1CCN(c2ccccc2O)CC1)Nc1cccnc1Cl	0.9	-3	1	0	-5	7	-0.26	-1	-7	0.8	1519
O=C(O)CN(Cc1ccco1)S(=O)(=O)c1ccccc1	0.9	3	1.1	3	-8	8	0.39	-2	8	1	1537
O=C(Nc1ccc2nn(-c3ccc(F)cc3)nc2c1)c1cccnc1	0.9	1	0.9	-2	3	6	0.057	0	-8	0.9	1579
Cc1cc(C)cc(N(C(=O)c2sc(C)nc2C)C(C(=O)NC(C)(C)C)c2ccncc2)c1 (stereo not given)	0.9	0	1.1	8	-3	5	-0.031	3	-3	0.9	1766
Cc1nn(-c2ccccc2)c(C)c1NC(=O)COc1ccc2ccccc2c1	1.1	16	1	2	5	-6	·	11	·	1	1601
O=C(O)c1cccc(NCc2ccncc2)c1	0.9	9	0.9	4	3	12	0.64	12	·	1	1662
O=c1cnnc(SCCc2ccccc2)[nH]1	0.9	6	0.9	-6	0	9	·	-2	17	0.9	1490
COC(=O)c1ccc(OCC(=O)Nc2ccsc2C(=O)OC)cc1	1	5	1	3	6	4	·	6	-18	1	1507
COc1cccc(N=C2C(=O)N3CCCc4cccc2c43)c1	0.8	3	0.9	-4	-9	16	1.6	-2	-6	0.8	1472
CCOc1ccc(N(CC(=O)NCC2CCCO2)C(=O)CCC(=O)Nc2nccs2)cc1 (stereo not given)	0.9	0	1	-3	0	8	0.56	3	-5	1	1569
CCN(CC)c1ccc(/C=N/NC(=S)NCc2ccc(OC)cc2)cc1	0.9	-16	0.9	-2	4	14	·	0	-9	0.9	1500
Cc1ccc(S(=O)(=O)N2CCOCC2)cc1C(=O)Nc1nc2ccccc2[nH]1	0.8	9	0.8	0	-1	22	·	-1	-3	0.8	1781
COc1ccc(NC(=O)c2cc([N+](=O)[O-])ccc2O)cc1	0.9	8	1.1	3	5	11	4.5*	-3	-1	1	1630
O=C(Nc1ccc2ccccc2c1)c1cn(-c2ccccc2)nc1-c1cccs1	0.9	-2	0.9	11	9	11	·	14	·	1	2107*
CSc1nc(-c2ccco2)nn1C(=O)c1ccccc1	1	12	1	-3	5	0	·	-6	·	1	1581
Cc1cc(C)cc(-n2cnc3cc(C(=O)O)ccc32)c1	0.9	-5	1	1	8	12	0.54	1	·	1	1529
O=c1c2cc(-c3ccccc3)sc2ncn1/N=C/c1ccco1	0.9	3	0.9	1	-1	11	·	0	-30	0.9	1706
Cc1[nH]c2ccccc2c1C(=O)CSc1nc2cc(S(=O)(=O)N3CCCCC3)ccc2o1	0.7	1	0.8	6	4	30	·	-4	-16	0.9	1397
CCn1c(SCC(=O)Nc2cc(C)ccc2C)nnc1-c1cnccn1	0.9	-1	1	-13	2	12	0.27	2	19	1	1738
CCN(CC)S(=O)(=O)c1cc(Br)c(C)cc1OC	0.9	-2	1	-2	2	10	-0.82	5	14	1	1544
Fc1cnc(N2CCOCC2)nc1NCc1ccccc1	0.8	6	0.8	-5	6	21	0.027	-13	·	0.9	1515
CCOc1ccc2nc(SCc3ccc(C(=O)OC)o3)[nH]c2c1	1	-2	0.9	3	0	-2	·	3	·	1	1600
Cc1ccc(S(=O)(=O)Oc2ccccc2/C=C2\SC(=O)NC2=O)cc1	0.8	14	1.1	7	6	19	-0.28	4	18	0.9	1610
CC(=O)NCc1ccc2[nH]c(C)cc2c1	0.8	4	0.9	11	-2	22	·	2	·	1.1	1534
CN(C)C1N(C(=O)c2ccccc2)N=C2c3ccccc3S(=O)(=O)N21 (stereo not given)	0.8	11	0.9	-8	-2	22	-0.86	3	-13	0.9	1337
CC(O)CNc1ccc(-c2nn(C)c(=O)c3ccccc23)cc1[N+](=O)[O-] (stereo not given)	1.2	12	1.1	-6	7	-17	0.16	7	11	1.1	1648
CC(c1ccco1)N(C(=O)c1ccc(C(F)(F)F)cc1)c1ccccn1 (stereo not given)	0.9	0	1	1	12	6	·	-1	-7	0.9	1437
CCSc1cc(N2CCCC2)nc(-c2ccccc2)n1	1	7	1	2	-2	4	·	-2	·	1	1511

Shown as labelled records: part of the list above.
canonical_smiles: CCOc1ccc2nc(SCc3ccc(C(=O)OC)o3)[nH]c2c1
- Diaph act CS = 1
- G6PDH counter = -2
- PMI act = 0.9
- PPARg SRC-1 ag = 3
- PPARg SRC-2 ag = 0
- Diaphorase inh = -2
- ROMK mod = ·
- PPARg SRC-3 ag = 3
- S1P3 antagonist = ·
- PMI act hi M6P = 1
- TR-FRET SRC-2 ct = 1600

canonical_smiles: Cc1ccc(S(=O)(=O)Oc2ccccc2/C=C2\SC(=O)NC2=O)cc1
- Diaph act CS = 0.8
- G6PDH counter = 14
- PMI act = 1.1
- PPARg SRC-1 ag = 7
- PPARg SRC-2 ag = 6
- Diaphorase inh = 19
- ROMK mod = -0.28
- PPARg SRC-3 ag = 4
- S1P3 antagonist = 18
- PMI act hi M6P = 0.9
- TR-FRET SRC-2 ct = 1610

canonical_smiles: CC(=O)NCc1ccc2[nH]c(C)cc2c1
- Diaph act CS = 0.8
- G6PDH counter = 4
- PMI act = 0.9
- PPARg SRC-1 ag = 11
- PPARg SRC-2 ag = -2
- Diaphorase inh = 22
- ROMK mod = ·
- PPARg SRC-3 ag = 2
- S1P3 antagonist = ·
- PMI act hi M6P = 1.1
- TR-FRET SRC-2 ct = 1534
